Bioassay records: PubChem BioAssay, The Scripps Research Institute Molecular Screening Center
MITF primary: MITF inhibitors, primary screen, biochemical, AlphaScreen, human; 0.91% of 650,000 active; inhibition, % at 2.6 µM; AlphaScreen MITF homodimerization, bead proximity signal; Microphthalmia-associated transcription factor (Homo sapiens), O75030; in the data active = inhibition above about 50%;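 note: 0% = vehicle wells with protein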
FBW7 act: FBW7 E3 ligase activators, primary screen, biochemical, AlphaScreen, human. AlphaScreen FBW7–phospho-cyclin E peptide binding, activator screen. normalized activity (activation), % at 26.1 µM. 0.13% of 650,000 active. AID 1259310, 2017; in the data active = normalized activity above about 1.9%;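 note: purified mutant Fbw7 with reduced substrate affinity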
Target sequence (Q969H0 whole entry, looked up): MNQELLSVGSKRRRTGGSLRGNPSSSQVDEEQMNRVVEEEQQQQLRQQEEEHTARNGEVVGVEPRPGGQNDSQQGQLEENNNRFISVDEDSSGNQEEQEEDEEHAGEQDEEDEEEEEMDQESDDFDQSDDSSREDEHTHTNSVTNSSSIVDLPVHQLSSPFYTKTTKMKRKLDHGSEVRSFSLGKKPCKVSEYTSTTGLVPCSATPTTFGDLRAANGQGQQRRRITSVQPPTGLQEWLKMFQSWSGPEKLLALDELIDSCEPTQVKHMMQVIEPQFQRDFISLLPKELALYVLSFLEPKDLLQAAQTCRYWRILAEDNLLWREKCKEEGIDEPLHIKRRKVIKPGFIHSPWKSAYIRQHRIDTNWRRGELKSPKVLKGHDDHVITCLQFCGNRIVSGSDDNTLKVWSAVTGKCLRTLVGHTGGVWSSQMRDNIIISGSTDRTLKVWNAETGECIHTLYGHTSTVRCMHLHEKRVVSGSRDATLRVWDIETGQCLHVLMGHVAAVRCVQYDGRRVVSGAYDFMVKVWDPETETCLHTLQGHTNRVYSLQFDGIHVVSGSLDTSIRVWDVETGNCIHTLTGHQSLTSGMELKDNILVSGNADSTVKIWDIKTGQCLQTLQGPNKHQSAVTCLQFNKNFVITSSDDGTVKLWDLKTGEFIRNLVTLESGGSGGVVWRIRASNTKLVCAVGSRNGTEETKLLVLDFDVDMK
TEAD-YAP inh: TEAD-YAP interaction inhibition, primary screen, TEAD-YAP interaction inhibitor project, luminescence, HEK-TIYL cells. TEAD-Gal4/YAP UAS-luciferase luminescence. AID 1259422, 2018. inhibition, % at 9.12 µM. 1.4% of 640,000 active; in the data active = inhibition above about 32%;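 note: 0% = median of test compound wells and 100% = reference inhibitor wells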
GPR151 activ: activators of human GPR151, primary screen, cell-based, PathHunter beta-arrestin, luminescence; G-protein coupled receptor 151 (Homo sapiens), Q8TDV0; activation, % at 11.2 µM; PathHunter beta-arrestin GPR151 cells; 1% of 650,000 active; in the data active = activation above about 4.9%;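 note: 0% = median of compound wells and 100% = cells with positive control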
The depositor's hits bear a star.

SMILES	MITF primary	FBW7 act	TEAD-YAP inh	GPR151 activ
CC(CCc1ccccc1)NC(=O)CCCn1c(=O)[nH]c2ccsc2c1=O (stereo not given)	-2.4	0.1	-10.8	-1.3
COc1ccc(CC(=O)NCC2CCCO2)cc1OC (stereo not given)	11.2	-0.6	-4.4	0.2
COc1ccc(-c2nc3c(c(-c4ccccc4)nn3-c3ccccc3)c3cc(OC)c(OC)cc23)cc1	-10.5	-0.1	-0.1	-0.1
Cc1cc(OCC(=O)Nc2ccc3c(c2)OCCO3)cc(C)c1Br	-8.2	0.1	-12.3	-1.0
O=C(Cn1cnc2c(cnn2-c2ccc(F)cc2)c1=O)Nc1ccc2c(c1)OCCO2	3.5	-0.1	10.3	-0.3
CC(Cc1ccccc1)NC(=O)c1ccc(Cl)cc1 (stereo not given)	2.4	-0.1	-2.3	0.5
O=C(CCN1CCN(CC(=O)Nc2ccccc2F)CC1)Nc1ccccc1F	5.3	0.3	8.3	1.2
O=C(Nc1cccc2ccccc12)c1ccc(NC(=O)c2cc(Br)ccc2I)cc1	-7.4	0.0	-8.0	0.2
COc1cc([N+](=O)[O-])ccc1NC(=O)N1CCN(c2cccc(C(F)(F)F)c2)CC1	-6.8	-0.1	8.2	2.8
Cc1cc(C(=O)Nc2c(C)nn(Cc3ccc(Cl)c(Cl)c3)c2C)no1	0.6	-0.1	3.7	0.8
Cc1nn(CC(=O)NCc2ccccn2)c(C)c1[N+](=O)[O-]	9.8	-0.2	9.0	0.3
CC1(C)CC(=O)C/C(=N/NC(=O)c2cccc(Br)c2)C1	-8.4	0.0	-10.9	-0.9
CC1CCN(Cc2nnnn2CCCC(=O)NC2CCCCCC2)CC1	-5.6	0.1	2.8	0.5
Cc1cc(NCc2cccc(C(F)(F)F)c2)n2ncnc2n1	44.3	0.2	-7.0	-1.6
O=C(NCc1ccccc1)C(O)(c1ccccc1)c1ccccc1	9.3	0.1	-8.1	-0.5

Three of the compounds above, bar-delimited.
Compound | MITF primary | FBW7 act | TEAD-YAP inh | GPR151 activ
Cc1cc(C(=O)Nc2c(C)nn(Cc3ccc(Cl)c(Cl)c3)c2C)no1 | 0.6 | -0.1 | 3.7 | 0.8
COc1ccc(CC(=O)NCC2CCCO2)cc1OC (stereo not given) | 11.2 | -0.6 | -4.4 | 0.2
COc1cc([N+](=O)[O-])ccc1NC(=O)N1CCN(c2cccc(C(F)(F)F)c2)CC1 | -6.8 | -0.1 | 8.2 | 2.8

The list goes on.
SMILES	MITF primary	FBW7 act	TEAD-YAP inh	GPR151 activ
O=[N+]([O-])c1cccc(/C=N/Nc2ncnc3nc[nH]c23)c1	-5.0	-0.1	15.8	-3.2
O=C(NCc1nc2ccccc2[nH]1)c1cccc(Nc2ncccn2)n1	24.0	0.1	-0.7	-0.5
COc1cc(OCc2cccc(C(=O)O)c2)ccc1C=C1C(=O)NC(=S)NC1=O	-6.0	-0.1	85.5*	-6.9
COc1ccc(CCNC(=O)CSc2nc3ccccc3c3nc(-c4ccc([N+](=O)[O-])cc4)nn23)cc1OC	-21.2	0.1	5.7	-1.6
CC(=O)c1c(C)[nH]c(C(=O)OCC(=O)Nc2nc(-c3ccc(F)cc3)cs2)c1C	15.6	-0.1	12.0	-0.4
COc1ccc(C=O)cc1OC(=O)c1ccc(Cl)cc1	-2.7	-0.1	-0.9	1.9
CC(C)NC(=O)NC1(C(F)(F)F)Oc2ccccc2O1	9.9	0.8	-4.7	2.1
COc1ccc(OC)c(-c2nc(C(N)=O)c3[nH]c(=O)n(-c4ccccc4OC)c3n2)c1	-9.6	0.3	3.2	1.5
Cc1nc2c(ccc3nc(NC(=O)CCc4ccccc4)sc32)s1	-8.2	-0.1	47.8*	1.6
CCCNc1cc(Nc2cc(OC)c(OC)c(OC)c2)ncn1	8.4	0.3	-8.9	0.2
CN(C)c1cccc(NC(=O)Cc2ccc(F)cc2)c1	7.7	-0.1	6.9	0.4
CCOC(=O)c1sc2nc(SCC(=O)NCc3ccccc3)n(Cc3ccccc3OC)c(=O)c2c1C	2.4	-0.1	-0.3	0.8
CCCCCCN1C(=O)C2C(C(=O)Nc3ccc(C)c(Cl)c3)C3C=CC2(O3)C1C(=O)NC1CCCC(C)C1C (stereo not given)	11.9	0.5	2.6	-1.5
Cc1cc(NC(=O)C(C)n2c3ccccc3c3nc(=O)cc(C)n32)ccc1Br (stereo not given)	-6.5	-0.1	0.8	0.4
Cc1nc(SCC(=O)N2CCCC2=O)c2c(C)c(C)sc2n1	-1.6	0.0	9.5	0.5
CC1CN(C(=O)COc2cc(Cl)c(Cl)cc2Cl)CC(C)O1 (stereo not given)	-5.6	-0.1	-6.9	-0.8
CCn1c(Cc2ccccc2)nnc1SCC(=O)Nc1nccs1	-0.3	-0.5	-0.4	1.3
CCNC(=O)c1nn(CC2CC2)c2c1CN(Cc1ccc(C(=O)OC)cc1)CC2	-7.8	0.1	-0.8	1.1
COc1ccc(OC)c(/C=c2\sc3nc(-c4ccco4)nn3c2=O)c1	1.7	-0.1	1.3	0.2
CC1(C)Cc2cccc(OCC(=O)Nc3cccc(-c4ccn[nH]4)c3)c2O1	6.7	-0.1	7.7	-0.6
CC(=O)Nc1cccc(-c2cnc3ccc(NCc4ccc(C)cc4C)nn23)c1	3.7	0.3	4.6	0.2
Nc1nc2c(c3c1c(=O)oc1ccccc13)CCCCC2	4.2	-0.1	2.2	0.3
Cn1c(SCC(N)=O)nnc1-c1sc2cc(Cl)ccc2c1Cl	-1.9	-0.1	-6.7	-0.3
Cc1ccc(OCCNC(=O)c2ccc([N+](=O)[O-])cc2[N+](=O)[O-])cc1	5.8	-0.2	-33.4	2.5
O=S(=O)(c1ccc(-n2cnnn2)cc1)N(Cc1cccs1)C1CCCC1	3.6	-0.2	-6.3	0.2
Cc1cc2cc(C#N)c(SCC(=O)Nc3c[nH]c(=O)[nH]c3=O)nc2cc1C	7.7	0.0	-4.7	1.0
COCCCNC(=O)CCc1c(C)nc2cc(-c3ccccc3)nn2c1C	-1.4	0.0	-3.4	5.3*
COCCNC(=O)CN1N=C(c2ccc(C)cc2)CCC1=O	-0.1	0.2	6.4	-0.3
CCCOc1ccccc1C1C(C(=O)OC)=C(C)Nc2nnnn21 (stereo not given)	2.0	0.0	13.6	0.2
COc1cc(OC)c(C2CC(=O)N3CN(Cc4ccco4)CSC3=C2C#N)cc1OC (stereo not given)	5.4	-0.1	3.1	0.7

Reprinted from the part before: 2 compounds, then new ones.
SMILES	MITF primary	FBW7 act	TEAD-YAP inh	GPR151 activ
CCCOc1ccccc1C1C(C(=O)OC)=C(C)Nc2nnnn21 (stereo not given)	2.0	0.0	13.6	0.2
COc1cc(OC)c(C2CC(=O)N3CN(Cc4ccco4)CSC3=C2C#N)cc1OC (stereo not given)	5.4	-0.1	3.1	0.7
C=CCc1ccc(OCCCCCN2CCOCC2)c(OC)c1	59.1*	-0.3	-7.1	3.0
CCOc1nc(N2CCOCC2)nc(N2CCOCC2)n1	6.2	0.1	-3.4	1.0
Cc1ccc(C(CC(=O)N2CCOCC2)c2ccccc2)c(O)c1 (stereo not given)	-3.2	0.1	4.1	1.1
CCN(CC)S(=O)(=O)c1ccc(Oc2ccccc2C)cc1	-1.6	0.2	-1.3	0.8
O=C(NCc1ccccc1)c1csc(Nc2ccncc2)n1	12.9	0.0	8.6	-0.2
Cc1cc(NC(=O)/C=C/c2ccccc2Cl)no1	12.4	0.6	-48.0	0.1
CCN(CC)C(=O)CCc1nnc(-c2ccc(C(C)=O)s2)o1	3.6	0.2	-5.6	0.8
COCCCN1C(=O)CC(CC(=O)N2CCCC(OC)C2)(c2ccccc2C)C1=O (stereo not given)	-6.2	-0.1	8.8	-0.8
CCOC(=O)N1CCN(C(=O)COc2ccc(S(=O)(=O)NCC(C)C)cc2)CC1	11.6	0.7	3.7	-0.6
Cc1ccccc1NC(=O)Cc1ccccc1	5.3	0.1	8.0	0.5
CN(C)c1ccc(/C=C2\N=C(c3cc([N+](=O)[O-])ccc3Cl)OC2=O)cc1	12.5	0.8	2.6	0.9
CC(C)(C)NC(=O)CSc1ncnc2c1nnn2Cc1ccccc1Cl	-1.4	0.0	16.4	2.1
O=C(NCc1ccc(F)cc1)c1cccc(NC2=NC3CS(=O)(=O)CC3S2)c1 (stereo not given)	2.8	0.0	4.8	2.4
O=C(Nc1cccc(Cl)c1)c1cc2n(n1)C(C(F)(F)F)CC(c1ccccc1)N2 (stereo not given)	0.9	0.0	-8.7	-1.0
O=C(NCc1nnc(SCc2cccc(F)c2)n1C1CCCCC1)C12CC3CC(CC(C3)C1)C2	1.4	-0.2	7.6	1.2
Cc1ccc2cc(C)c(NCCCN3CCOCC3)nc2c1	1.1	0.0	-0.4	1.1
CCOc1ccccc1-n1nnnc1SCC(=O)OC1CCCCC1	-1.2	0.0	-7.8	-0.4
COc1ccc(C=O)cc1OC(=O)c1cccc(Cl)c1	-3.6	-0.1	2.8	1.6
N#CC1=C(N)Oc2n[nH]c(-c3ccc(Br)cc3)c2C1c1ccccc1OC(=O)N1CCOCC1 (stereo not given)	-3.4	-0.5	0.1	1.0
O=C(O)c1ccc(-n2c(/C=C\c3ccccc3O)nc3ccccc3c2=O)cc1	10.8	0.2	2.7	-0.5
c1ccc(CNc2nc(Nc3ncccn3)nc3c2ncn3-c2ccccc2)cc1	-3.8	0.0	-3.1	-0.7
NC(=O)CN1C(=O)C2CCCCN2S(=O)(=O)c2ccccc21 (stereo not given)	10.3	-0.1	-2.0	1.7
O=c1c2ccccc2nc(SCc2ccncc2)n1CCC1=CCCCC1	-0.2	0.0	1.3	0.7
O=C(c1cc(-c2ccc(Br)cc2)on1)N1CCCCC1	21.5	0.4	-63.3	-1.9
O=C(O)c1cccnc1SCC(=O)C12CC3CC(CC(C3)C1)C2	-7.7	-0.1	-7.0	-0.2
COc1cccc(OC)c1C(=O)Nc1nc(CSCc2ccc(F)cc2)cs1	12.2	0.0	3.6	-0.5
Cc1ccc(-n2c(=O)c3c4c(sc3n3c(SCC(=O)c5ccccc5)nnc23)COC(C)(C)C4)cc1	7.5	0.0	5.6	-0.3
O=C1CCCN1CCn1cnc2c(NCc3cccnc3)nc(NCc3ccc4c(c3)OCO4)nc21	-4.8	0.1	3.7	0.9
COCCN(C(=O)c1csnn1)C(C(=O)NC1CCCCC1)c1ccccc1F (stereo not given)	-0.6	-0.1	2.2	1.0
CCc1ccc(C2C(C(=O)OC3CCCCC3)=C(C)NC3=C2C(=O)CC(C)(C)C3)cc1 (stereo not given)	-11.0	0.1	-5.8	-1.1
CCCCC1CCC(C(=O)NNC(=O)c2ccc(Cl)cc2)CC1 (stereo not given)	-5.1	0.0	10.1	1.2
COC(=O)CC1=C(C(=O)OC)C(c2cccc(C(F)(F)F)c2)C(C#N)=C(N)O1 (stereo not given)	-3.7	0.2	8.6	1.9
O=C(NCc1ccco1)c1ccc(CNS(=O)(=O)c2ccc(F)cc2)cc1	14.0	0.5	-5.3	0.0
Cn1ncc(Cl)c1C(=O)Nc1ccc2nc(NC(=O)C3CCCCC3)sc2c1	11.2	0.0	57.3*	0.4
CCOC(=O)c1ccccc1Nc1nc2ccc(C)cc2n2cnnc12	-7.8	0.0	-2.0	0.0
COc1ccc(C)cc1NC(=O)c1nn(C)cc1Br	5.8	0.7	10.3	-0.7
COCCN=c1scc(-c2ccc(OC)cc2OC)n1/N=C/c1ccc(O)c(O)c1O	21.0	-0.6	5.9	0.4
COc1ccc(O)c(-c2nc3ccccc3nc2-c2ccccc2)c1	5.6	0.1	-2.9	2.5
O=C(NCc1ccccc1)C1C2C=CC(C2)C1c1nc2ccccc2c(=O)[nH]1 (stereo not given)	13.9	0.7	4.5	-0.1
CC(C)NC(=O)c1cnc2scc(-c3ccc(Cl)s3)n2c1=O	-3.9	-0.1	3.8	0.3
O=C1N[C@@H](Cc2c[nH]c3ccccc23)C(=O)N2CCN(CCCc3ccccc3)C[C@H]12	11.3	0.1	-4.2	-0.1
COc1ccc(-c2cc3ccccc3n2CC(O)CN2CCC(C)CC2)cc1 (stereo not given)	46.7	0.8	-9.6	1.5
CC(C)[C@H](NC(=O)c1ccco1)C(=O)NCc1ccc2c(c1)OCO2	1.6	0.1	4.8	-1.1
CCCSC1=C(C#N)C(c2ccccc2OCC)C(C#N)C(=O)N1 (stereo not given)	-5.4	-0.1	0.4	1.3
COc1ccc(C2CC(c3cccs3)=NN2C(=O)c2ccc(Br)o2)cc1 (stereo not given)	1.0	-0.1	7.2	-0.1
COc1cc(-c2noc(C3CCCN(C(=O)c4cccc(F)c4)C3)n2)cc(OC)c1OC (stereo not given)	-6.4	0.1	9.2	0.3
Cc1ccc(S(=O)(=O)NC2CCCCCCC2)cc1	-9.1	-0.2	5.7	-0.8
CCN(CC)C(=O)Cn1cnc2sc(C(=O)N3CCCCC3C)c(C)c2c1=O (stereo not given)	-12.4	0.1	-0.9	0.3
CC1=NC(=S)C2C(=O)O/C(=C/c3ccc(-c4cccc([N+](=O)[O-])c4)o3)C2=C1 (stereo not given)	53.3*	-0.1	-4.6	-0.8
CCC(=O)Nc1ccc(C(=O)CN2C(=O)NC(Cc3c[nH]c4ccccc34)C2=O)cc1 (stereo not given)	-3.7	-0.1	3.5	0.0
Cc1ccsc1CN(C(=O)COc1ccc(Cl)cc1)C1CCS(=O)(=O)C1 (stereo not given)	-4.6	-0.2	-3.6	-0.5
